G9a block: blocks human histone lysine methyltransferase G9a; Q96KQ7; G9a H3K9 monomethylation, AlphaScreen, 2 h; Potency, µM (highest dose often 102 µM), for inactives: at the top dose activity, negative = inhibition, most hits filed as inhibitors; actives 8.8% (n = 350,000); also: % is scaled to controls: 0 for no effect and ±100 for the full control effect; nearly all actives have a fitted effect of over 75% in size
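Using a bead-based AlphaScreen, monomethylated H3K9 product from 2 h room-temperature reactions (G9a 20 nM, peptide 500 nM, SAM 20 uM) was detected with 0.5 ug/mL rabbit anti-H3K9me1 antibody.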
BLM inh: Bloom syndrome helicase (human) inhibition; actives 0.2% (n = 350,000); recombinant BLM DNA unwinding, fluorescence dequenching; Potency, µM (highest dose often 56.1 µM), inactives show at the top dose activity change, negative = inhibition, most hits filed as inhibitors; P54132; AID 2528;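 also: plate controls were vehicle for no effect and no enzyme for full effect; nearly all actives have a fitted effect of over 35% in size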
Pin1 inh: inhibitors of human Pin1. Q13526. Pin1 FP peptide displacement, HiFluor488, 10 min. Potency, µM (highest dose often 115 µM), for the others: at the top dose activity, negative = inhibition, most hits filed as inhibitors. actives 0.009% (n = 390,000); active = well fitted inhibition curve with a large enough effect in the polarisation, with a control signal flat, not every such curve was filed as active; inconclusive = small, poorly fitted or top-dose-only effect, or effect the other way, or a change in a side signal; inactive = no such curve, though single readings can be large or run the other way; the % refers to the polarisation; also: % is scaled to controls: 0 for no effect and ±100 for the full control effect
Target sequence (Q13526 whole entry, looked up): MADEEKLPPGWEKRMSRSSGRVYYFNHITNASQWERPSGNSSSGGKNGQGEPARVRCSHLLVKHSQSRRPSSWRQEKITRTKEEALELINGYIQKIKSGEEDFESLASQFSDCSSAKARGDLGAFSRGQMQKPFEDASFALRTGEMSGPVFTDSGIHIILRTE
JMJD2A Tudor: JMJD2A Tudor domain (human) inhibition. O75164. AlphaScreen JMJD2A-Tudor / H3K4me3 peptide binding. Potency, µM (top dose mostly 114 µM), without a hit: at the highest dose activity change, negative = inhibition, hits mostly inhibitors. actives 4.4% (n = 390,000); also: % is scaled to controls: 0 for no effect and ±100 for the full control effect; nearly all actives have a fitted effect of over 50% in size
GLS inh: blocks human kidney-isoform glutaminase activity; actives 0.21% (n = 410,000); GLS enzymatic activity, qHTS titration; AID 624170; O94925; Potency, µM (top dose mostly 45.5 µM), for inactives: at the top dose activity change, negative = inhibition, usual class: inhibitors; also: % is scaled to controls: 0 for no effect and ±100 for the full control effect
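Glutamate formation by hKGA was monitored fluorometrically using coupled glutamate oxidase, HRP and Amplex Red. Substrate was added as 1 mM L-glutamine solution; incubation was 30 min at RT after an initial read.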
POLI inh: inhibitors of human DNA polymerase iota; Potency, µM (doses to about 115 µM), inactives show at the top dose activity, negative = inhibition, usual class: inhibitors; actives 1% (n = 390,000); AID 588590; Q9UNA4; Pol iota fluorescent replication assay, 10 min
Target sequence (Q9UNA4 whole entry, looked up): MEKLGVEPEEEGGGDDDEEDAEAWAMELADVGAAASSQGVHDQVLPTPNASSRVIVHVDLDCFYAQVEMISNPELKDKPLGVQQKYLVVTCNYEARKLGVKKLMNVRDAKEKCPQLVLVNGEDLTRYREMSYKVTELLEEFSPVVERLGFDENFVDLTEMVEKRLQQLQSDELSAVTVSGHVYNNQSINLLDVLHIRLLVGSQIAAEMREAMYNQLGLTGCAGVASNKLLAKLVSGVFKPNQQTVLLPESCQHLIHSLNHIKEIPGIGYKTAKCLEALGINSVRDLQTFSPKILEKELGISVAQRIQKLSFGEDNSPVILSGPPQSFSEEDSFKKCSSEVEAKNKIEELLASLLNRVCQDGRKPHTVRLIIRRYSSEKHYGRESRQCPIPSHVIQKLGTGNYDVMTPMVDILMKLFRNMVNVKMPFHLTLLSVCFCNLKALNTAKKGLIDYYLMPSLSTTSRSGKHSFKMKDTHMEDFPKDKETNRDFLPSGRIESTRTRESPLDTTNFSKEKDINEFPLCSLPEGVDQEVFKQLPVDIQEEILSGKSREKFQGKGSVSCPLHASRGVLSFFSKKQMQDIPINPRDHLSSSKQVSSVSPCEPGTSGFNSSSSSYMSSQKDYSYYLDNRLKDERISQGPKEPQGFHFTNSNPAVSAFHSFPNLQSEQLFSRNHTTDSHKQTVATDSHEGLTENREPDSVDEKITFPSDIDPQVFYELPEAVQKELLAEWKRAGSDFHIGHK
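Fluorescent replication assay read twice, at 0 min and 10 min after adding 50 nM (final) substrate. Enzyme (10 nM) and compounds were first incubated 15 min at room temperature; enzyme-free buffer wells were negative controls.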
PGK inhibitor: T. brucei PGK inhibition. AID 602233. P07378. actives 0.043% (n = 380,000). Potency, µM (doses to about 57.5 µM), for inactives: at the highest dose activity change, negative = inhibition, hits mostly inhibitors. PGK/GAPDH coupled, Kinase-Glo luminescence, 60 min; also: % is scaled to controls: 0 for no effect and ±100 for the full control effect; nearly all actives have a fitted effect of over 60% in size
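Luminescent ATP detection (Kinase-Glo Plus) follows a 60-minute room-temperature incubation, with wells lacking PGK as controls. Buffer: 100 mM TEA (pH 7.6), 5 mM MgCl2, 0.01% Tween-20. Coupling enzyme GAPDH (100 nM final) supplies unstable 1,3-BPG in-well.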
HP1b chromo inh: blocks HP1-beta chromodomain binding to methylated histone tails; P83916; AlphaScreen HP1-beta / biotin-H3K9me3 peptide binding; Potency, µM (doses to about 114 µM), for inactives: at the top dose activity change, negative = inhibition, hits mostly inhibitors; actives 0.56% (n = 390,000); AID 540317; also: nearly all actives have a fitted effect of over 70% in size; inactives centre near 23
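HP1-beta protein (50 nM final) preincubated 30 min at room temperature with biotinylated H3(1-18)K9me3 peptide (50 nM) in PBS pH 7.4, 0.01% Tween-20, then compound added for 30 min. AlphaScreen streptavidin donor/nickel chelate acceptor beads (10 ug/mL final), 30 min dark, luminescence read.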
BAZ2B block: BAZ2B (human) inhibition; Q9UIF8; AlphaScreen BAZ2B-H3K14Ac peptide displacement; Potency, µM (highest dose often 114 µM), for the others: at the highest dose activity change, negative = inhibition, hits mostly inhibitors; actives 4.4% (n = 360,000); also: % is scaled to controls: 0 for no effect and ±100 for the full control effect; nearly all actives have a fitted effect of over 60% in size
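In this displacement format the biotinylated H3(5-23) peptide acetylated at Lys14 serves as ligand at 50 nM, with BAZ2B at 50 nM in PBS pH 7.4 containing 0.01% Tween-20. Donor and acceptor beads are 10 ug/mL final.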
Numbers without * were called inactive; i = inactive; ? = inconclusive; nt = no result given; & = joins results of further samples; [ ] = remark or other dose. Unless noted, calls follow the shape of the dose curve; as a rule, active = well fitted curve in the direction sought with a large enough effect; inconclusive = small, poorly fitted or top-dose-only effect, or another doubt; inactive = no such curve, though single readings can be large; an effect the other way counts as inactive or inconclusive. Potency is read from the fitted curve at half-maximal effect. An excerpt; count on the stated rates, not on these rows.

SMILES	G9a block	BLM inh	Pin1 inh	JMJD2A Tudor	GLS inh	POLI inh	PGK inhibitor	HP1b chromo inh	BAZ2B block
CCOC(=O)CC(NC(=O)CCc1c(C)nc2ncnn2c1C)c1ccc(OC(C)C)cc1 (stereo unspecified)	8%	-2%&-5%	-6%&-10%	1%&-4%	-2%&-16%	27%&-13%	-5%&-1%	39%&22%[activator]	12%&-33%
CC(C)OC(=O)CSc1nc2ccccc2s1	-46%[12.7 µM]	-9%	-9%	-15%[11.4 µM]	-15%	?	1%	38%[activator]	63%[activator]
Cc1cccc(NC(=O)C2CCCN(C(=O)NCc3ccccc3)C2)c1C (stereo unspecified)	10%	-5%	-11%	2%	-5%	82%[activator]	9%	100%[activator]	-7%
c1coc(CNc2ncnc3sc4c(c23)CCCCC4)c1	13%[59 µM]	-2%	10%	-27%	-4%	3%	-8%	13%	-33%
Cc1ccc(C)c(NC(=O)C2CCN(c3cc(C)nc4c(-c5ccc(Cl)cc5)c(C)nn34)CC2)c1	-5%[59 µM]	-3%	18%	4%	-4%	32%[activator]	-4%	47%[activator]	-1%
CCc1nnc(NS(=O)(=O)c2ccc(N/C=C/C(=O)c3ccc(OC)cc3)cc2)s1	nt	-8%	9%	?	21%	-10%	-6%	33%	?
CCN(CC)S(=O)(=O)c1cccc(NC2=NCCCCC2)c1	13%	2%	-11%	-1%[11.4 µM]	-4%	17%	i	43%[activator]	-4%
O=CN1CCN(C(C(=O)NC2CCCCC2)c2ccc(Cl)cc2)CC1 (stereo unspecified)	nt	nt	-2%	11%	-3%	23%	i	23%	nt
Cc1ccc(S(=O)(=O)N2CCCCC2)cc1C(=O)Nc1ccc(S(=O)(=O)Nc2ncccn2)cc1	50µM*	-17%	-4%	-28%	-15%	40µM*	-23%	12%	?
O=C(NCCCN1CCCC1=O)c1ccc(OCc2ccccc2)cc1	3%[12.7 µM]	-3%	0%	-1%	-4%	18%	-1%	28%	-4%
O=C(Cc1csc(-c2ccc(F)cc2)n1)Nc1cccc(S(=O)(=O)NC2=NCCC2)c1	?	nt	0%	-11%	7%	55%	-10%	55%[activator]	-15%
Cc1nn(Cc2ccccc2)c(C)c1NC(=O)c1noc2c1CCc1ccccc1-2	16%	-11%	7%	-19%	-5%	25%	-6%	22%	-5%
O=C(CC(=O)c1ccccc1)Nc1cccnc1	8%[59 µM]	0%	0%	-9%	-6%	17%	-6%	30%	6%
CCOC(=O)c1cc(-c2ccccc2C)nn1CC1CC(c2ccc(OC)cc2)=NO1 (stereo unspecified)	-7%[0.501 µM]	nt	11%	-2%	8%	-4%	-2%	43%[activator]	4%
Cc1cc(C)c(NC(=O)CSc2nc3c(c(=O)n2C)SC(C)C3)c(C)c1 (stereo unspecified)	-13%[59 µM]	-2%	-4%	-10%	-18%	15%	i	41%[activator]	5%
Cc1cccc(C(=O)NCc2ccc(S(N)(=O)=O)cc2)c1[N+](=O)[O-]	-8%[59 µM]	7%	-3%	-15%[57.1 µM]	4%	-7%	-1%	21%	?
CCCCNc1c(-c2ccc(Sc3ccc(OC)cc3)cc2)nc2cc(C)ccn12	nt	nt	7%	?	19%	2%	-3%	7%	nt
CCCCc1c(C)nc2ccc(C)cc2c1SCCC(=O)O	-5%[59 µM]	-5%	3%	-15%	0%	7%	-1%	38%[activator]	-16%
N#CC1=C(N)OC2=C(C(=O)CCC2)[C@]12C(=O)N(CC(N)=O)c1ccccc12	15%	-2%	-1%	3%	5%	7%	3%	29%	3%
C=CCC1(O)CC(c2ccco2)NC(c2ccco2)C1CCC (stereo unspecified)	32µM*	-5%	?	4.5µM*	0%	19%	-2%	?	50µM*
COc1ccccc1NC(=O)CN1C(=O)NC(C)(C)C1=O	-9%[59 µM]	-2%	0%	-13%	3%	16%	-10%	11%	9%
CN1CCN(C(=O)CN(C)S(=O)(=O)c2cc(Cl)ccc2Cl)CC1	-21%	-4%	-14%	-5%	-17%	24%	0%	22%	6%
COC(=O)c1cc2n(n1)CCN(Cc1ccc(C)cc1)C2=O	-23%	-1%	-5%	-2%[11.4 µM]	-2%	-1%	1%	-4%	-3%
Cc1cccc(N2CCN(C(=O)c3cccc(N4C(=O)C5CC=CC(C)C5C4=O)c3)CC2)c1C (stereo unspecified)	23%[12.7 µM]	-9%	16%	-30%	4%	28%	-4%	5%	-8%
Cc1ccc(-n2cc3c(c2-c2ccccc2Br)c(=O)n(C)c(=O)n3C)cc1N	?	-3%	4%	?	2%	18%	i	-7%	50µM*
Cc1onc(-c2c(Cl)cccc2Cl)c1C(=O)NCC1CCCO1 (stereo unspecified)	-40%[59 µM]	0%	3%	-9%	2%	11%	nt	30%	-4%
COc1ccc(-n2c(=O)cc(N3CCCCCC3)[nH]c2=O)cc1	-20%	-2%	-4%	-6%	2%	6%	i	20%	-6%
CCN(CC)C(=O)C(Sc1ccccc1)c1ccccc1 (stereo unspecified)	10%[12.7 µM]	-3%	?	4%[57.1 µM]	0%	5%	0%	44%[activator]	-1%
Cc1cccc(-n2c3nc(=O)[nH]c(=O)c-3cc3c(C)nn(-c4ccccc4)c32)c1C	5%&17%[59 µM]	1%&5%	5%&-13%	5%&-1%	3%&-1%	-6%&16%	-3%&-5%	35%&49%	9%
O=C(O)c1ccc(N/N=C/c2cc3ccccc3nc2Cl)cc1	?	-7%	-1%	-11%	20%	10%	-9%	12%[57 µM]	-30%
Cc1onc(-c2ccccc2)c1C(=O)OCC(=O)Nc1cc(S(=O)(=O)N2CCOCC2)ccc1Cl	-2%	-8%	15%	-11%	-8%	-14%	0%	32%	-4%
Cc1ccc(NC(=O)CSc2cccc3cccnc23)c(C)c1	-28%	-1%	-9%	-12%	-7%	0%	i	34%	-22%
CCN(CC(=O)Nc1ccc2c(c1)OCCO2)S(=O)(=O)c1ccccc1	nt	1%	-2%	-17%	-1%	31%[activator]	-7%	11%	-7%
O=C(CNS(=O)(=O)c1ccc(F)cc1)Nc1ccccc1	?	-1%	2%	-11%	-1%	-3%	4%	39%[activator]	-10%
O=C(COC(=O)c1c[nH]c2ccccc12)Nc1ccc(F)cc1	15%[2.33 µM]	nt	-11%	-16%	-1%	-16%	-1%	0%	9%
Cc1c(Cl)cccc1NC(=O)CSc1nc(=O)[nH]c2c1CCCC2	14%[59 µM]	-2%	-11%	-4%	-10%	7%	0%	16%	-4%
O=C(c1cccc(S(=O)(=O)N2CCCCC2)c1)N1CCN(Cc2ccccc2)CC1	-5%[12.7 µM]	nt	0%	0%	-4%	2%	i	40%[activator]	-10%
Cc1ccc(NC(=O)COC(=O)c2ccc(CN3CCCC3=O)cc2)cc1C	-9%	nt	0%	-14%	8%	30%[activator]	-6%	19%	10%
COc1ccc(C(=O)Nc2cccc(/C=C/c3nc4ccccc4c(=O)[nH]3)c2)cc1	-6%[12.7 µM]	-13%	25%	-21%	8%	?	-8%	13%	-4%
CCOc1ccc(NC(=O)Cn2c(=O)n(Cc3ccc(C(=O)NCc4ccc(C)cc4)cc3)c(=O)c3ccccc32)cc1	-29%[59 µM]	-17%	8%	-18%	-4%	21%	-5%	9%	?
Cc1cccc(NC(=O)CN(c2ccc(C(C)C)cc2)S(=O)(=O)c2c(C)nn(C)c2C)n1	?	-10%	2%	-31%	4%	?	-2%	20%	2%

Among those listed so far, these contain an aryl thioether with sulfur outside any ring.
SMILES	G9a block	BLM inh	Pin1 inh	JMJD2A Tudor	GLS inh	POLI inh	PGK inhibitor	HP1b chromo inh	BAZ2B block
CC(C)OC(=O)CSc1nc2ccccc2s1	-46%[12.7 µM]	-9%	-9%	-15%[11.4 µM]	-15%	?	1%	38%[activator]	63%[activator]
Cc1cc(C)c(NC(=O)CSc2nc3c(c(=O)n2C)SC(C)C3)c(C)c1 (stereo unspecified)	-13%[59 µM]	-2%	-4%	-10%	-18%	15%	i	41%[activator]	5%
CCCCNc1c(-c2ccc(Sc3ccc(OC)cc3)cc2)nc2cc(C)ccn12	nt	nt	7%	?	19%	2%	-3%	7%	nt
CCCCc1c(C)nc2ccc(C)cc2c1SCCC(=O)O	-5%[59 µM]	-5%	3%	-15%	0%	7%	-1%	38%[activator]	-16%
CCN(CC)C(=O)C(Sc1ccccc1)c1ccccc1 (stereo unspecified)	10%[12.7 µM]	-3%	?	4%[57.1 µM]	0%	5%	0%	44%[activator]	-1%
Cc1ccc(NC(=O)CSc2cccc3cccnc23)c(C)c1	-28%	-1%	-9%	-12%	-7%	0%	i	34%	-22%
Cc1c(Cl)cccc1NC(=O)CSc1nc(=O)[nH]c2c1CCCC2	14%[59 µM]	-2%	-11%	-4%	-10%	7%	0%	16%	-4%
